Bcl-xL primary = inhibitors of human Bcl-xL; Q07817; GST-Bcl-xL / FITC-Bim BH3 peptide fluorescence polarization; inhibition, % at 10.9 µM; 0.7% of 320,000 active; AID 2129;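 active means inhibition above the mean of all tested compounds plus 3 SD, cutoff set per campaign, cut at about 30% in these data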;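 further: 0% = DMSO wells and 100% = unlabeled Bim-BH3 peptide competitor; inhibitors lower millipolarization by displacing the labeled peptide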
MEX-5 binding = C. elegans MEX-5 TCR-2 RNA binding activity; MEX-5/FITC-TCR2 RNA binding, fluorescence polarization; stronger effect = lower value; activity score (negative = inhibition of binding), % at 10 µM; 0.38% of 300,000 active; AID 1832;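 active means inhibition past about -25% in most replicates, and total fluorescence under double the plate's negative control median, limit read from the data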;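 further: 0% = DMSO and -100% = 5 µM competing unlabeled TCR2 RNA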
GLD-1 TGE inh = GLD-1-TGE RNA interaction inhibition (C. elegans); purified GLD-1 + fluorescein TGE RNA, fluorescence polarization; inhibition, % at 5.96 µM; 0.44% of 320,000 active; AID 2280;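 active means percent inhibition above a per-plate cutoff, the plate mean of test compounds plus 3 SD, cut at about 30% in these data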;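 further: 0% = DMSO wells with GLD-1 and probe and 100% = wells lacking GLD-1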
PME-1 inh = blocks human protein phosphatase methylesterase 1; recombinant PME-1, FP-Rh probe fluorescence polarization; inhibition, % at 5.9 µM; 0.53% of 320,000 active; AID 2130;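 active means inhibition above the campaign mean of all compounds plus 3 SD, cut at about 26% in these data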;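 further: competitive labeling of PME-1 active site by serine hydrolase directed probe; 0% = PME-1 with DMSO and 100% = wells lacking PME-1 enzyme; inhibitors block probe labeling so polarization falls and inhibition rises; many of its hits are not listed in these tables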
PAFAH1B2 inh = blocks human PAF acetylhydrolase 1b catalytic subunit 2. recombinant PAFAH1B2, FP-rhodamine activity probe, fluorescence polarization. inhibition, % at 3.39 µM. 1.2% of 340,000 active;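 active means inhibition above the mean of all tested compounds plus 3 SD, cut at about 24% in these data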;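 further: 0% = enzyme with DMSO and 100% = wells lacking PAFAH1B2; many of its hits are not listed in these tables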
Target sequence (P68402 whole entry, looked up): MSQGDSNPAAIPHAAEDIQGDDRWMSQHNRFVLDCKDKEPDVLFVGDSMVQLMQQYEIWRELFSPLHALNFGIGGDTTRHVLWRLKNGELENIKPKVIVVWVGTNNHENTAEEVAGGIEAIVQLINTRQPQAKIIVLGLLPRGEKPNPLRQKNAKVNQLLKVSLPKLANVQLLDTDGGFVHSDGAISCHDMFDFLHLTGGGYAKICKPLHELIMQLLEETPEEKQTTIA
MCL1 BIM primary = disrupts human MCL1 binding to BIM-BH3 peptide. Q07820. GST-MCL1 / FITC-Bim-BH3 fluorescence polarization. inhibition, % at 10.9 µM. 0.68% of 320,000 active. AID 2057;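 active means inhibition above the mean inhibition of all tested compounds plus 3 SD, set per campaign, cut at about 40% in these data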;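 further: 0% = DMSO wells and 100% = unlabeled Bim-BH3 peptide control; higher means more loss of mP so more displacement of Bim peptide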
Target sequence (Q07820 whole entry, looked up): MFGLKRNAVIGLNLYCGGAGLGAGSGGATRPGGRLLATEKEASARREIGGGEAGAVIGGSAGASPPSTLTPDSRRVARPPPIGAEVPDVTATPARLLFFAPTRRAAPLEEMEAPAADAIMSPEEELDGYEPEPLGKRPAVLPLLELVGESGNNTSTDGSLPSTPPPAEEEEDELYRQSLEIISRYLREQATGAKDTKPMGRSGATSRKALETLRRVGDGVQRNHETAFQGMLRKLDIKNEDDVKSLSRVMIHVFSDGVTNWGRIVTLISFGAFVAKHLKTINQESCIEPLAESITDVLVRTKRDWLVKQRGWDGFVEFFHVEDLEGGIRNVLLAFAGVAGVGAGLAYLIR
pPAFAH inh = inhibitors of human plasma PAF acetylhydrolase (pPAFAH); recombinant pPAFAH, FP-rhodamine probe fluorescence polarization; 1.5% of 330,000 active; AID 463082; inhibition, % at 3.39 µM;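 active means inhibition above the mean inhibition across the screen plus 3 SD, cut at about 25% in these data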;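 further: inhibitors block binding of the rhodamine activity-based probe so polarization drops; 0% = enzyme with DMSO and 100% = wells lacking pPAFAH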
Target sequence (Q13093 whole entry, looked up): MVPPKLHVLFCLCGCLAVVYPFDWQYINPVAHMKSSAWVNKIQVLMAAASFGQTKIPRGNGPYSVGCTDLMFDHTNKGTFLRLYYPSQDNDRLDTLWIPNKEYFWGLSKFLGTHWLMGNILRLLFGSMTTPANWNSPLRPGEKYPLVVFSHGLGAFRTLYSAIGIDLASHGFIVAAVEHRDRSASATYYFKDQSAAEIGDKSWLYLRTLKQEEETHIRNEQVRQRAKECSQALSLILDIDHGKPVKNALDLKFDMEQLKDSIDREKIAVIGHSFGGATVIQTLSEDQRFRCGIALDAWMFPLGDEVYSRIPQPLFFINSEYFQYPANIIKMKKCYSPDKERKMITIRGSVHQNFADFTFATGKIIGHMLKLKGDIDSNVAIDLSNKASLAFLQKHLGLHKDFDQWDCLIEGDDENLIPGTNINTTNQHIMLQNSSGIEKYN
Fam108B inh = Fam108B inhibition, counter-screen for RBBP9 inhibitors | recombinant Fam108B, FP-Rh probe fluorescence polarization | inhibition, % at 9.51 µM | 0.33% of 300,000 active;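 active means inhibition above the screen mean inhibition plus 3 SD, computed separately per campaign, cut at about 18% in these data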;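 further: inhibitors lower polarization as less probe binds the enzyme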
AHR act = activators of human aryl hydrocarbon receptor; AHR-responsive luciferase reporter cells, luminescence; 2.5% of 320,000 active; P35869; activation, % at 5 µM; in the data active means activation above about 47%;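 further: 0% = vehicle wells and 100% = reference agonist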
* hit, by the source's call; x = not tested or not shown.

SMILES | Bcl-xL primary | MEX-5 binding | GLD-1 TGE inh | PME-1 inh | PAFAH1B2 inh | MCL1 BIM primary | pPAFAH inh | Fam108B inh | AHR act
O=C(c1ccco1)c1n[nH]nc1-c1ccccc1 | 1 | 1.5 | 4 | 2 | 14 | 6 | 2 | 4 | 8
CCN1CCN(C(=O)CN2C(=O)c3ccccc3S2(=O)=O)CC1 | 1 | 2.8 | 5 | 0 | 8 | -3 | 4 | 1 | 6
CCN(CC)CCCN=C1N[C@@H](c2ccccc2)C(C(=O)OC)=C(C)N1CC | -6 | -2.3 | 4 | -4 | 2 | -16 | -3 | -1 | 3
COc1ccnc(Oc2ccc(F)cc2)c1C(=O)N/C=N/OCc1ccccc1 | 4 | -0.7 | 7 | 4 | 3 | 0 | 8 | 4 | 7
CSc1cccc(N2CC(C(=O)N(Cc3nnc(-c4ccccc4Cl)o3)C3CC3)CC2=O)c1 (stereo unspecified) | -8 | -2.5 | -5 | -3 | 1 | -6 | -10 | -4 | 5
Cc1ccc(S(=O)(=O)NC(CC(C)C)C(=O)Nc2nccs2)cc1 (stereo unspecified) | 6 | -2.1 | 5 | 2 | 15 | -1 | 4 | 0 | 0
Nc1ncnc2nc(SCCc3ccccc3)[nH]c12 | 4 | 0.3 | 6 | 8 | 7 | 11 | -1 | -2 | 4
COc1ccccc1CN1CC(C(=O)N(C)Cc2ccc(C)o2)CCC1=O (stereo unspecified) | 0 | -0.1 | 5 | 2 | 2 | -3 | 1 | 3 | 0
Cc1cccnc1Nc1nc(-c2ccccn2)cs1 | 6 | 8.6 | 4 | 12 | 2 | 14 | 5 | 3 | -6
COc1ccc2oc(=N)c(C(=O)Nc3cccc(C)c3C)cc2c1 | 4 | 0.2 | 3 | 1 | 1 | 11 | 4 | -1 | 8
CN(CC(=O)Nc1ccc(Cl)cc1)CC(=O)Nc1ccc(F)c(F)c1F | 4 | -0.1 | -5 | 1 | 2 | 15 | -6 | 4 | 3
Cc1cccc(N2CCN(C(=O)C3CCCCC3)CC2)c1C | 4 | 0.3 | -6 | 1 | 3 | 1 | 2 | 3 | -2

Two compounds drawn at random from those above:
SMILES | Bcl-xL primary | MEX-5 binding | GLD-1 TGE inh | PME-1 inh | PAFAH1B2 inh | MCL1 BIM primary | pPAFAH inh | Fam108B inh | AHR act
O=C(c1ccco1)c1n[nH]nc1-c1ccccc1 | 1 | 1.5 | 4 | 2 | 14 | 6 | 2 | 4 | 8
Cc1cccnc1Nc1nc(-c2ccccn2)cs1 | 6 | 8.6 | 4 | 12 | 2 | 14 | 5 | 3 | -6

Next compounds follow.
SMILES | Bcl-xL primary | MEX-5 binding | GLD-1 TGE inh | PME-1 inh | PAFAH1B2 inh | MCL1 BIM primary | pPAFAH inh | Fam108B inh | AHR act
COC(=O)CSc1ccc2nnc(-c3ccc(OC)c(OC)c3)n2n1 | -4 | 0.5 | 1 | 0 | 4 | 1 | 2 | -2 | -3
C/C(=C\COc1ccc2ccc(=O)oc2c1)CC[C@@H](O)C(C)(C)O | 160* | x | 5 | 6 | 5 | 9 | 1 | x | 2
O=C(NCc1ccccc1C(F)(F)F)C1CC(c2ccccc2[N+](=O)[O-])=NO1 (stereo unspecified) | 2 | 1.8 | 6 | 2 | 4 | 3 | 5 | 2 | 16
c1ccc(SCc2nc3ccccc3s2)nc1 | -1 | 0.1 | -6 | 3 | 5 | -3 | 6 | 3 | 44
S=c1[nH]nc(C2CC2c2ccc(Cl)cc2)n1-c1ccc(Cl)cc1 (stereo unspecified) | 1 | 1.4 | 2 | 0 | 12 | -12 | 9 | 3 | 2
Cc1nn(CC(=O)Nc2nc3ccccc3s2)c(C)c1[N+](=O)[O-] | 4 | -2.2 | -4 | -1 | -5 | 0 | 0 | 4 | 18
CCn1c(Cc2ccccc2)nnc1SCC(=O)Nc1ccccc1F | 5 | 0.1 | 3 | 1 | 7 | 6 | 3 | 2 | 2
OC(COCc1ccco1)CN1CCN(c2ccccc2)CC1 (stereo unspecified) | 4 | 0.0 | 4 | -7 | 2 | -5 | 5 | -6 | -3
COc1cccc(NC(=O)c2oc3ccccc3c2NC(C)=O)c1 | 4 | -3.4 | 2 | -3 | 0 | 10 | -3 | -3 | 29
COc1ccc(N(CC(=O)NCc2ccco2)S(C)(=O)=O)c(OC)c1 | -1 | -0.9 | -2 | -1 | 5 | -3 | 0 | 0 | -2
O=C(NCCCCCNC(=O)c1ccccn1)c1ccccn1 | 8 | -0.7 | 5 | -2 | -1 | 7 | 1 | -5 | -1
O=C(CNC(=O)c1ccc(F)cc1)NCc1ccccn1 | 8 | x | 8 | -2 | 5 | 11 | 5 | x | 5
COc1cc(OC)cc(C(=O)NC(=S)Nc2ccc3oc(=O)ccc3c2)c1 | 5 | 1.0 | -1 | -6 | 6 | 5 | 1 | 2 | 8
Cc1ccc(Cn2nc(C)c(C(=O)N3CCN(S(=O)(=O)/C=C/c4ccccc4)CC3)c2C)cc1 | -4 | x | -1 | 3 | 0 | -3 | 9 | x | 0
Cc1ccccc1C(=O)N/N=C/c1ccncc1 | 1 | -2.3 | 9 | -4 | 6 | 3 | 1 | -1 | 5
COc1ccc(NC(=O)c2ccc(COc3ccccc3OC)o2)cc1OC | -2 | 2.0 | -8 | 1 | 4 | -4 | 6 | 0 | 4
Cc1ccccc1S(=O)(=O)NC1OC(=O)C(Cl)=C1Cl (stereo unspecified) | 7 | 6.2 | -3 | 3 | -4 | 6 | 3 | 2 | -2
Cc1nc([N+](=O)[O-])c(NCCO)n1Cc1ccccc1 | 3 | 0.1 | 6 | -1 | 3 | 2 | 0 | -3 | -2
O=C(CCC(NC(=O)OCc1ccccc1)C(=O)O)OCc1ccccc1 (stereo unspecified) | 3 | 1.2 | 6 | -3 | 7 | 6 | 4 | 1 | -1
O=C(CSc1nc(-c2ccc(F)cc2)cs1)NC(=O)NCc1ccco1 | 7 | 3.2 | -1 | -4 | -3 | 10 | 9 | -6 | 1
CC(C)CSc1nnc(N)s1 | 2 | 1.4 | 2 | -3 | 5 | -1 | 3 | 0 | 0
CC(=O)Nc1c(NCC(C)C)c2ccccc2oc1=O | 4 | 0.7 | 0 | 1 | 2 | 5 | -2 | 5 | -1
COc1cc(NC(=S)N2CCCC(C)C2)c(OC)cc1Cl (stereo unspecified) | 8 | 0.7 | 1 | 2 | 7 | 17 | 4 | -3 | 5
O=c1ccc(NS(=O)(=O)c2ccc(Cl)cc2)cn1Cc1ccc(Cl)c(Cl)c1 | 5 | 1.6 | 3 | 1 | 28* | 5 | 13 | 5 | 2
Cc1cc(NC(=O)CCC(=O)N(CC(=O)NC2CCCC2)Cc2ccc(F)cc2)no1 | 1 | 0.3 | 9 | -4 | 5 | 2 | -6 | 1 | 5
O=C(COc1ccccc1F)Nc1c2c(nn1-c1ccccc1)CS(=O)(=O)C2 | 7 | -0.9 | 3 | 4 | 3 | 6 | 2 | -2 | 2
COc1ccc(Cn2nc(-c3ccccc3)c(N3CCCCC3)cc2=O)cc1 | 11 | -0.4 | -4 | 5 | 7 | 11 | 10 | 1 | -1
C[C@H](CO)N1C[C@H](C)[C@@H](CN(C)C(=O)Nc2ccccc2)Oc2c(NC(=O)Nc3ccc(C(F)(F)F)cc3)cccc2C1=O | x | x | 7 | x | 36* | x | -3 | x | 1
CC(NC(=O)COC(=O)C1CCN(c2ccc(C(F)(F)F)cn2)CC1)c1ccc(F)cc1 (stereo unspecified) | 4 | x | 12 | 2 | 3 | -1 | 12 | x | -1
CN1CCN(CCNC(=O)c2cn(Cc3ccccc3F)nn2)CC1 | -3 | 0.5 | 5 | 3 | 4 | 1 | 6 | -1 | 0
COc1ccc(C(=O)NCC(=O)NCC2(N(C)C)CCCCC2)cc1OC | 0 | -0.9 | -3 | -2 | 7 | 3 | 2 | -4 | 0
O=C(NC1CCSc2ccccc21)c1cc(S(=O)(=O)N2CCOCC2)ccc1F (stereo unspecified) | -7 | -0.1 | 3 | 12 | 6 | -11 | -1 | -1 | 6
COc1cccc(C(=O)Nc2cc(C(=O)NCc3ccc(C)cc3)ccc2N2CCC3(CC2)CC(c2cccc(Br)c2)=NO3)c1 | -3 | x | -2 | -5 | -7 | -10 | 0 | -6 | 2
COc1ccc(C(=O)CN2C(=O)c3ccccc3S2(=O)=O)cc1Br | 0 | 1.8 | 8 | -10 | -3 | 6 | -6 | -3 | 12
C=CCn1c(-c2ccccc2)nc2nc3ccccc3nc21 | 23 | -2.4 | -1 | 2 | 1 | 2 | 1 | 2 | 34
Cc1csc(NC(=O)CCn2c(=O)oc3ccccc32)n1 | 5 | -6.4 | 11 | -1 | 5 | 7 | 2 | -2 | 0
COC(=O)c1cc(COC(=O)c2cccnc2SC)oc1C | 10 | 1.3 | 1 | -2 | -5 | 6 | 2 | 0 | 0
CCC(NC(=O)Nn1cnnc1)(C(F)(F)F)C(F)(F)F | 4 | 1.7 | 0 | -3 | 6 | 13 | 0 | 7 | 5
CCCCn1c(SCC(=O)N2CCOCC2)nc2ccccc2c1=O | 3 | -1.0 | 8 | 6 | 2 | 2 | 1 | 0 | 0
COc1ccc(CCNC(=O)C2CCN(S(=O)(=O)c3c(C)noc3C)CC2)cc1OC | 0 | 0.1 | -9 | 3 | 10 | -4 | 0 | 6 | 1
O=C(CNC(=O)c1ccc(Cl)cc1)NC1CCCCC1 | 7 | -3.3 | -3 | 2 | 6 | 0 | -3 | 2 | 1
COc1ccc(NS(=O)(=O)c2cc(NC(=O)C3CCCO3)ccc2N2CCCC2)cc1 (stereo unspecified) | 10 | -0.1 | 3 | 0 | 8 | 3 | 4 | 3 | 2
CCc1ccccc1Nc1nc(N)nc(CSc2nnc3ccccn23)n1 | 3 | 0.1 | 6 | 6 | 2 | 3 | -1 | -2 | 7
CCN(CC)S(=O)(=O)c1cccc(NC(=O)CN2C(=O)c3ccc([N+](=O)[O-])cc3C2=O)c1 | 1 | 1.9 | 0 | 0 | 0 | -5 | 1 | -2 | 3
O=C(CCNS(=O)(=O)c1ccc(Br)cc1)NNC(=O)C1COc2ccccc2O1 (stereo unspecified) | x | x | 5 | x | 17 | x | 0 | x | 0
Cc1ccc(NC(=O)CSc2nnc(-c3cnccn3)n2C)cc1C | -3 | -1.6 | -5 | -5 | 5 | -8 | 5 | 2 | 6
Cc1c(CN(C)C)c2c(n1Cc1ccccc1)C(=O)c1ccc(Br)cc1-2 | 3 | 0.1 | 6 | 8 | 2 | 8 | 8 | 4 | 2
CC(=O)NS(=O)(=O)c1ccc(NS(=O)(=O)c2ccccc2[N+](=O)[O-])cc1 | 4 | -2.6 | -1 | -2 | 9 | 3 | 1 | 0 | -2
CC(=O)N1c2ccccc2C(CBr)=CC1(C)C | 2 | 1.0 | -4 | 2 | 6 | -8 | 1 | 2 | 4
COCCN1C(=O)N[C@@H](c2cccc(C(F)(F)F)c2)C(C(=O)OC)=C1C | 3 | 1.2 | 0 | 0 | -3 | 5 | 2 | 3 | 3
COc1ccccc1NC(=O)C1=C(C)Nc2nnnn2C1c1cc(Br)ccc1OC (stereo unspecified) | 1 | -1.7 | 0 | 0 | 3 | 7 | -1 | -3 | 2
COc1ccc(NC(=O)c2ccc3[nH]c(=O)c(=O)[nH]c3c2)c(OC)c1 | 7 | 0.3 | 4 | 7 | -1 | 1 | 4 | 3 | 1
COC(=O)c1c(NC(NC(=O)C(C)C)C(Cl)(Cl)Cl)sc2c1CCC2 (stereo unspecified) | -1 | 0.6 | 4 | 6 | 2 | 6 | 1 | 5 | 0
COc1ccc(C2(C(=O)N3CCOCC3)CCCC2)cc1 | 0 | -1.7 | 1 | 4 | 2 | 0 | 0 | 0 | 0

Screens (PubChem BioAssay)

This is a subset; count on the stated rates, not on these rows.
